KCNH2 3.1 inh: KCNH2 3.1 (human) potassium channel inhibition | U2OS KCNH2 3.1, thallium flux FluxOr; hits give low values | activity change, % (tested at about 1.8 µM) | hit rate 0.95% among 340,000;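 active = maximum activity change below -70%; inconclusive = maximum activity change from -70% to -50%; inactive = maximum activity change above -50%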;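 note: thallium influx rate constant from kinetic fluorescence after stimulation buffer; % is set by controls: 0 for no effect and ±100 for the full control effect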
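Measured as rate of thallium-driven FluxOr signal in transduced U2OS cells carrying the 3.1 channel, read kinetically for 2 min upon stimulation; values are rate constants scaled to DMSO control wells.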
Tb PFK inh: blocks T. brucei phosphofructokinase. O15648. T. brucei PFK, ADP-Glo luminescence. Potency, µM (top dose mostly 57.5 µM), for inactives: at the top dose activity, negative = inhibition, usual class: inhibitors. hit rate 0.17% among 330,000. AID 485367;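 note: potency is the fitted concentration of half-maximal effect; 0% = uninhibited 1x PFK enzyme wells and -100% = no-enzyme wells; nearly all actives have a fitted effect of over 60% in size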
Target sequence (O15648 whole entry, looked up): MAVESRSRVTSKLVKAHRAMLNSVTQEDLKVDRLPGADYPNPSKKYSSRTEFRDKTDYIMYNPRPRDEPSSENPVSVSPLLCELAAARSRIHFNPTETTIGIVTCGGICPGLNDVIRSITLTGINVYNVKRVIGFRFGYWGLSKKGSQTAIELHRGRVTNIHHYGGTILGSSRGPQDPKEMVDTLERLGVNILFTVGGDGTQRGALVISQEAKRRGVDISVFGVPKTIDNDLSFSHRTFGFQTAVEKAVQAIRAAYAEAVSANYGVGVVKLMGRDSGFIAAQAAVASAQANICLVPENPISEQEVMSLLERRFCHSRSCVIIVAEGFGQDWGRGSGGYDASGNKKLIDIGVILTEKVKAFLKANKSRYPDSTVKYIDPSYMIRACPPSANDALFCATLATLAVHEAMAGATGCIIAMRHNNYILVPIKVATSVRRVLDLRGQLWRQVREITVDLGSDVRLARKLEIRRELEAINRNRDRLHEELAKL
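Compounds were pin-transferred as a titration series up to 57 uM into substrate buffer (0.5 mM F6P, 0.1 mM ATP, pH 8.0), then 1.25 nM PFK was added and reactions ran 45 min before ADP-Glo detection.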
ELG1 genotox: inducers of genotoxicity in HEK293T ELG1-luciferase cells; HEK293T ELG1-luciferase reporter, luminescence, 16 h; Potency, µM (series often up to 46 µM), without a hit: at the top dose activity change, positive = activation, most hits filed as activators; hit rate 1.3% among 330,000; AID 504466; note: potency is the fitted concentration of half-maximal effect; % of control where 0% means no effect; nearly all actives have a fitted effect of over 60% in size
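HEK293T cells expressing luciferase-tagged ELG1 were exposed to compound or DMSO vehicle for 16 hr at 37 °C and 5% CO2. Luciferase activity was then measured with ONE-Glo after 30 min at room temperature.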
NPC1 prom act: NPC1 promoter activation; Huh7 NPC1 promoter luciferase reporter, 24 h; Potency, µM (highest dose often 9.22 µM), for the others: at the top dose activation, usual class: activators; hit rate 2.4% among 320,000; AID 485313;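 note: potency is the fitted concentration of half-maximal effect; % of control where 0% means no effect; nearly all actives have a fitted effect of over 60% in size; reporter is driven by a mutant NPC1 promoter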
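Huh7 cells stably carrying NPC1 promoter–luciferase, plated in Opti-MEM with 10% FBS for 2 h, were exposed to compound in DMSO for 24 h at 37 °C; luciferase reagent was added for 10 min and luminescence read.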
Rab9 promoter act: activates the Rab9 promoter; Huh7 Rab9 promoter-luciferase reporter, luminescence, 24 h; Potency, µM (titrated, usually from 9.22 µM), for the others: top-dose activation, negative = inhibition, hits mostly activators; hit rate 2.8% among 320,000; AID 485297; note: potency is the fitted concentration of half-maximal effect; % of control where 0% means no effect; nearly all actives have a fitted effect of over 60% in size
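Measured in stably transfected Huh7 cells bearing a Rab9 promoter–luciferase construct: 24 h compound treatment at 37 °C, followed by luminescence detection.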
Coupling enz: inhibits coupling enzyme system, counter-screen for aldolase hits; activity change, negative = inhibition, % at 58.2 µM, hits read low; coupling enzyme system counterscreen, AmpLite Red fluorescence; hit rate 0.67% among 290,000; in the data active = activity change below about -30%; note: % is set by controls: 0 for no effect and ±100 for the full control effect
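Coupling enzymes only (glyceraldehyde-3-phosphate) + compound, at 57.5 uM final, 10 min RT; add substrate/coupling/AmpLite Red mix, 20 min RT; fluorescence ex 525/em 598 nm. Actives flag coupling-system interference.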
RORg inh: blocks mouse ROR gamma transcriptional activity | Potency, µM (top dose mostly 53.6 µM), for the others: at the top dose activity change, negative = inhibition, usual class: inhibitors | hit rate 5.4% among 310,000 | Drosophila S2 Gal4-RORgamma UAS-luciferase reporter, 20 h | P51450; note: potency is the fitted concentration of half-maximal effect; % is set by controls: 0 for no effect and ±100 for the full control effect; nearly all actives have a fitted effect of over 60% in size
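A Gal4/UAS one-hybrid system in insect cells: metallothionein-promoter Gal4–ROR gamma fusion plus Photinus luciferase reporter. Copper sulfate 700 uM final, 20 hr ambient incubation, luminescent detection after 10 min with reagent.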
FLuc modulator: firefly luciferase modulation, counter-screen for miR-21 project. P08659. Potency, µM (highest dose often 57.5 µM), inactives show top-dose activity change, negative = inhibition, usual class: inhibitors. AID 588342. purified FLuc, Km substrates, luminescence inhibition. hit rate 6.9% among 360,000;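 note: potency is the fitted concentration of half-maximal effect; plate controls were vehicle for no effect and reference inhibitor for full effect; nearly all actives have a fitted effect of over 55% in size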
Target sequence (P08659 whole entry, looked up): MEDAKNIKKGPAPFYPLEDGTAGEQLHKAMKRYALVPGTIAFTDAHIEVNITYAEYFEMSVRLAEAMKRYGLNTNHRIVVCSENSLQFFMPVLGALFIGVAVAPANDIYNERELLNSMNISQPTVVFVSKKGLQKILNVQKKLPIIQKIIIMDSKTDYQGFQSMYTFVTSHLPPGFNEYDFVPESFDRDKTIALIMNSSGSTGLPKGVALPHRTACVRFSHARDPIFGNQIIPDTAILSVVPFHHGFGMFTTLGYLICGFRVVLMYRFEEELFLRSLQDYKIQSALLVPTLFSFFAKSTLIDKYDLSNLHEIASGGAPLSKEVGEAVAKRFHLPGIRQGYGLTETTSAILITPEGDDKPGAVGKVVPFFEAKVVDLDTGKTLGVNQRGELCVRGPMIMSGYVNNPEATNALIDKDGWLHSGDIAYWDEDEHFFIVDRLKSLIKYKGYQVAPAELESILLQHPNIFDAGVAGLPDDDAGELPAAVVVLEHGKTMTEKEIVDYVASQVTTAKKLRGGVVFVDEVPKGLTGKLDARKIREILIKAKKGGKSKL
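Purified P. pyralis luciferase (10nM final) with 10uM D-luciferin and 10uM ATP (Km levels) in 50mM Tris acetate pH 7.5, 10mM Mg acetate, 0.01% Tween-20, 0.05% BSA; qHTS 6-point titration, ~60 µM downward; luminescence read.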
uPA generation: blocks generation of uPA at the cell surface; AID 540303; cell surface uPA generation assay, qHTS; hit rate 0.31% among 330,000; Potency, µM (doses to about 38.3 µM), for inactives: top-dose activity change, negative = inhibition, usual class: inhibitors; active = well fitted inhibition curve with a large enough effect; inconclusive = small, poorly fitted or top-dose-only effect; inactive = no such curve, though single readings can be large or run the other way; tested in mouse RAW 264.7 cells; note: potency is the fitted concentration of half-maximal effect; % is set by controls: 0 for no effect and ±100 for the full control effect; nearly all actives have a fitted effect of over 55% in size
Gal4-VP16 FLuc: counter-screen for ROR gamma inhibitors: Gal4-VP16 reporter | Drosophila S2 Gal4-VP16 UAS-luciferase, luminescence, 20 h | Potency, µM (titrated, usually from 53.6 µM), without a hit: at the top dose activity, negative = inhibition, most hits filed as inhibitors | hit rate 3.5% among 310,000 | AID 2546;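 note: Gal4-VP16 expression switched on by copper sulfate through the metallothionein promoter; potency is the fitted concentration of half-maximal effect; % is set by controls: 0 for no effect and ±100 for the full control effect; nearly all actives have a fitted effect of over 50% in size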
Giardia kill: Giardia lamblia killing | Giardia lamblia trophozoite viability | activity change, % at 7.66 µM, hits read low | hit rate 0.15% among 340,000 | AID 540267; in the data active = activity change below about -80%; inconclusive = between about -30% and that limit;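 note: parasites exposed to compound for two days anaerobically before the ATP read; % is set by controls: 0 for no effect and ±100 for the full control effect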
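Trophozoite viability was measured as ATP-dependent luminescence, read 15-30 min after reagent addition. Before that, parasites at 100 cells/well were exposed to compounds for 48 h, anaerobically, at 37 deg C.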
An asterisk follows results filed as active; ? = inconclusive; / = not tested or not shown; [ ] = dose if it differs, or a comment. Unless noted, calls come from the whole dose curve; as a rule, active = well fitted curve in the direction sought with a large enough effect; inconclusive = small, poorly fitted or top-dose-only effect, or another doubt; inactive = no such curve, though single readings can be large; an effect the other way counts as inactive or inconclusive.

Below each SMILES: FLuc modulator, Tb PFK inh, Rab9 promoter act, Gal4-VP16 FLuc, Coupling enz, KCNH2 3.1 inh, NPC1 prom act, ELG1 genotox, uPA generation, Giardia kill, RORg inh
- O=C(CCC1CCCC1)NCc1ccccn1
  3%, 0%, 1%, 6%, -1, 1, -3%, 3%, 4%, -23, ?
- Cc1cc(C(=O)NC2CCCN(Cc3ccccc3F)C2)n[nH]1 (stereo unspecified)
  3%, -5%, -6%, -7%, /, -6, 0%, 0%, -15%, 38[activator], -10%
- Cc1cccc2cc(CN(Cc3ccco3)C(c3nnnn3CCc3ccccc3)C(C)C)c(=O)[nH]c12 (stereo unspecified)
  0%, 1%, -6%, 2%, -9, -35, -5%, -10%, 1%, 4, ?
- COc1ccc(-n2cnnc2SCC(=O)NC2CCCc3ccccc32)cc1 (stereo unspecified)
  -2%, -3%, -1%, -7%, 0, -9, -1%, 1%, -2%, 9, 29%
- O=[N+]([O-])c1cccc(S(=O)(=O)N2CCN(S(=O)(=O)N3CCOCC3)CC2)c1
  2%, 5%, 3%, 2%, -1, -3, 1%, 12%, -4%, -26, 0%
- Cc1ccc(CNC(=O)C2CCCN(c3ncnc4c3nc3n4CCCCC3)C2)cc1 (stereo unspecified)
  3%, -6%, -1%, -1%, -2, 21, -1%, -5%, 10%, 20, 2%
- CCC(C)NC(=O)CO/N=C/c1ccc(C(=O)OC)cc1 (stereo unspecified)
  2%, 0%, -4%, 8%, 4, -1, 6%, -3%, 3%, -6, 0%
- O=C(Nc1ccc2c(c1)OCO2)c1ccc(S(=O)(=O)NCC2CCCO2)cc1 (stereo unspecified)
  3%, -3%, 1%, -3%, 1, -2, 0%, -9%, -5%, -3, 15%
- COc1cc2c(c(O)c1OC)-c1c(cc(OC)c(OC)c1OC)C[C@@H](C)[C@@H](C)C2
  -2%, 4%, -1%, -1%, 8, -9, -9%, 0%, -21%, -6, -25%
- COc1ccccc1C(=O)Nc1c[nH]c(=O)[nH]c1=O
  ?, -1%, -1%, -2%, 1, -10, -1%, 11%, -16%, -3, 9%
- O=C(NCCC1=CCCCC1)C(=O)NCc1ccccc1
  1%, 1%, 12%, -11%, 4, 4, 2%, -1%, 0%, 13, 25%
- CNS(=O)(=O)c1cc(N)ccc1C
  -1%, ?, -1%, -6%, 0, -9, -4%, 4%, 4%, -12, -4%
- COCCCNC(=S)Nc1ccc(CC(=O)O)cc1
  0%, 2%, 1%, -1%, 2, 3, 0%, 1%, 1%, 5, 1%
- O=C(Cc1ccc(Cl)c(Cl)c1)Nc1ccc2[nH]c(=O)[nH]c2c1
  -2%, ?, -1%, -6%, 2, 6, 17%, 1%, 5%, -1, 17%
- Cc1ccc(CNC(=O)c2ccc(COc3ccccc3)cc2)cc1
  ?, -1%, -1%, -15%, 0, -10, 5%, 1%, 2%, -14, 7%
- Cn1c(SCC(=O)N2CCCc3ccccc32)nnc1-c1ccccc1
  12%, 1%, -2%, 6%, -8, 8, -1%, 1%, 6%, 4, 0%
- CCc1nn(-c2ccccc2)c(N)c1C#N
  4%, 2%, 3%, -8%, 1, 8, 1%, 3%, -4%, 13, 14%
- Cc1cc(OCC(=O)Nc2ccc3c(c2)OCCO3)ccc1Cl
  19µM*, -12%, 4%, 12%, -2, -14, 1%, 17%, /, -2, -9%
- COC(=O)C1=C(N)N(c2ccccc2C(F)(F)F)C2=C(C(=O)CCC2)C1c1ccc2c(c1)OCO2 (stereo unspecified)
  -2%, 1%, -5%, 3%, /, -13, 0%, 1%, 7%, 8, 39%
- CCOC(=O)c1[nH]c2cc3c(cc2c1NC(=O)CN1CCCC1)OCO3
  -2%, -1%, -4%, -7%, 1, 12, -1%, 0%, 2%, 11, 1%
- N#CC1=C(N)Oc2cc(N)ccc2C1C1CC=CCC1 (stereo unspecified)
  14%, 1%, -4%, -27%, -3, -18, -6%, 1%, -16%, -12, 12%
- Cc1cc(=O)n2c(n1)SCOC2
  3%, 3%, 0%, -5%, 2, -14, 14%, 0%, 5%, -2, -6%
- COc1ccc2c(c1)C(c1ccc(Cl)cc1)NC(=O)C2 (stereo unspecified)
  0%, 0%, -3%, /, /, 7, -2%, 2%, 12%, 31[activator], /
- CCc1ccc(/C=C2/SC(N3CCOCC3)=NC2=O)cc1
  ?, -5%, -7%, 9%, 5, -5, 1%, 0%, -3%, 5, 14%
- CCOc1cc(-c2nc3ccccc3s2)ccc1O
  15µM*, 1%, 15%, 1%, 0, 17, ?, ?, -5%, 2, -5%
- CCc1ccc([C@@H]2CC=C(C(=O)O)[C@H](c3ccc(Cl)cc3)N2S(=O)(=O)c2ccc(C)cc2)cc1
  -1%, -26%, 1%, /, /, -3, -1%, 0%, -1%, ?, /
- COc1ccc(-c2nnc3n2N=C(c2cccc(Br)c2)CS3)cc1OC
  2%, -1%, 1%, -2%, 2, /, -7%, 2%, /, /, -4%
- CCOC(=O)C1CCN(C(=O)/C=C/c2ccc(OC)cc2)CC1
  7.6µM*, 3%, 0.32µM*, -3%, 2, -20, 0.71µM*, 4.1µM*, -4%, -11, ?
- CCCCn1c(/N=C/c2ccccc2NS(=O)(=O)c2ccc(C)cc2)nc2ccccc21
  -4%, -10%, -7%, ?, -8, -2, -1%, -9%, -6%, 3, -33%
- O=Cc1c(N2CCN(CCO)CC2)nc2ccccn2c1=O
  1%, -7%, 6%, 1%, 0, 9, 4%, 0%, 2%, -9, -33%
- COC(=O)c1cn(NC(=O)Cc2c(F)cccc2Cl)c(=O)c2ccccc12
  -17%, 1%, -3%, 8%, 4, 4, -3%, 4%, 8%, 10, -15%
- c1cn(-c2ncnc3sc4c(c23)CCCC4)cn1
  1%, -4%, -2%, -5%, 9, 4, 11%, -19%, 3%, 4, 4%
- O=C(CNC(=O)c1ccc(F)cc1)N/N=C/c1cccnc1
  -1%, 0%, 0%, 7%, 5, -5, -6%, 0%, 1%, 17, -16%
- Cc1ccc(F)cc1CNC(=O)C1CCC(=O)N(C2CC2)C1 (stereo unspecified)
  -5%, -8%, -1%, 0%, /, 0, 2%, 2%, 15%, 32[activator], -21%
- CCN(CC)c1ccc(/C=N/OC(C)C(=O)Nc2ccc(C)cc2)cc1 (stereo unspecified)
  ?, 2%, 0%, -5%, -4, -21, 1%, -2%, -2%, 17, 25%
- COCCCn1cnnc1SCC(=O)Nc1ccc(S(=O)(=O)N2CCCC2)cc1
  0%, -4%, -6%, -6%, 4, -4, -6%, -1%, -2%, 4, 2%
- O=c1cc(O)c2c(=O)n(Cc3ccccc3)c3ccccc3c2o1
  -10%, -8%, -2%, -2%, -4, 4, -3%, 0%, -3%, -11, -2%
- COc1cccc(CNC(=O)c2cc(COc3c(F)cccc3F)on2)c1
  ?, 0%, 0%, -26%, 5, -4, 6%, 6%, -2%, -10, ?
- COc1ccc(N(CC(=O)N/N=C(\C)c2ccc(OC)c(OC)c2)S(=O)(=O)c2ccccc2)cc1
  -2%, 8%, -2%, -6%, 1, 14, -3%, ?, -8%, 1, -16%
- CCOC(=O)c1cc(-c2ccc(OC(F)F)cc2)nc2c1c(=O)[nH]c(=O)n2C
  0%, 1%, -4%, -11%, -4, 4, -3%, 6%, 22%, 4, -2%
- COc1ccc(N2CCN(C(=O)c3cc([N+](=O)[O-])ccc3N3CCN(CCO)CC3)CC2)cc1
  3%, -5%, 27%, -5%, /, 15, 0%, 7%, 8%, -10, -21%
- CCOc1ccccc1N1CCN(C(=O)NCc2ccc(Cl)cc2)CC1
  0%, -25%, -6%, -17%, 1, 10, -2%, -18%, 8%, -5, 12%
- NC(=O)c1ccsc1NC(=O)CS(=O)(=O)c1ccc(F)cc1
  -19%, 16%, -2%, /, /, 17, 7%, 3%, 1%, 6, /
- CC(=O)NC12CC3CC(C1)CC(C(=O)N(C)CC(=O)Nc1cccc(F)c1)(C3)C2
  2%, 1%, -5%, /, /, -7, -1%, 0%, 9%, -9, /
- Cc1cccc(N2CCN(CCNC(=O)c3cc4c(s3)CS(=O)(=O)C4)CC2)c1C
  -2%, 5%, -4%, -4%, 0, -1, -3%, -11%, 4%, 1, 4%
- O=C(Nc1cccc([N+](=O)[O-])c1)c1ccc(CSc2ccccc2)cc1
  ?, 1%, 15%, 1%, -1, -12, 2%, 1%, 2%, 21, 31%
- O=C(OCC(=O)N1CCc2ccccc21)[C@@H]1CC(O)CN1S(=O)(=O)c1ccccc1[N+](=O)[O-] (stereo partly specified)
  /, -2%, /, /, /, -3, /, -1%, -5%, 11, /
- Cc1cccc2cc(C#N)c(N3CCOCC3)nc12
  0%, 2%, -10%, 0%, -1, -4, 14%, -3%, 4%, 18, -8%
- CN(C)c1ccc(/C=N/Nc2nc3ccccc3o2)cc1
  0.54µM*, 2%, 0.1µM*, 11µM*, 4, -6, ?, ?, -11%, -2, 6.3µM*
- COc1cc(C=C2C(=O)c3ccccc3C2=O)cc(OC)c1OC
  ?, 29%, 1%, 9%, 3, -3, -9%, ?, 4%, -10, 9%

Compound activity from PubChem BioAssay.
